KB-3-1 cytotox: kills parental KB-3-1 adenocarcinoma cells; KB-3-1 viability, CellTiter-Glo ATP luminescence, 72 h; Potency, µM (highest dose often 46.1 µM), for the others: at the top dose activity change, negative = cytotoxic, usual class: cytotoxic; actives 1.4% (n = 400,000); further: potency means the concentration at half of the fitted maximal effect; on the % scale 0 is the no-effect control and ±100 the full control effect; nearly all actives have a fitted effect of over 60% in size
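Cells are dispensed, compounds pinned in, plates held at 37 °C for 72 h, then CellTiter-Glo is added and luminescence read after 10 minutes. Cell line: parental KB-3-1 in phenol-red-free DMEM, 10% FBS.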
IL1B secr inh: inhibitors of inflammasome signaling (IL-1 beta secretion) | THP-1 LPS/ATP IL-1B secretion, AlphaLISA, 16 h; active compounds read low | activity change, % at 57.5 µM | actives 4.7% (n = 360,000) | AID 743279; in the data active means activity change below about -50%; inconclusive means mostly about -30% to -49%; further: on the % scale 0 is the no-effect control and ±100 the full control effect
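Secreted IL-1B measured by AlphaLISA bead assay after 16 h compound exposure of THP-1 cells; compounds (final up to 57.5 uM) added 1 h before LPS (250 ng/mL) and ATP (1.25 mM) stimulation; lower signal means less secretion.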
WRN inhibitor: WRN helicase (human) inhibition; WRN helicase unwinding, fluorescent forked duplex, kinetic; Potency, µM (doses to about 114 µM), for the others: at the top dose activity change, negative = inhibition, usual class: inhibitors; actives 0.46% (n = 360,000); AID 651768; further: potency means the concentration at half of the fitted maximal effect; on the % scale 0 is the no-effect control and ±100 the full control effect; nearly all actives have a fitted effect of over 55% in size
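Kinetic fluorescence helicase assay: unwinding of a quenched forked DNA duplex (100 nM final) with 2 mM ATP final raises red fluorescence (525/598 nm). Compounds sat 15 min at room temperature with 20 nM WRN beforehand.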
ATXN2 expr inh: inhibitors of ATXN2 expression. actives 0.72% (n = 360,000). Potency, µM (highest dose often 57 µM), for inactives: at the highest dose activity change, negative = inhibition, most hits filed as inhibitors. HEK-293 ATXN2-luciferase reporter, luminescence, 24 h; further: potency means the concentration at half of the fitted maximal effect; on the % scale 0 is the no-effect control and ±100 the full control effect; nearly all actives have a fitted effect of over 55% in size
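qHTS (up to 57 uM final) was run with 24 h compound exposure of reporter cells at 37 °C. Each well was multiplexed: SteadyGlo luminescence measured ATXN2-luciferase expression after a fluorogenic Gly-Phe-AFC viability readout (25 uM final).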
SW480 rereplic: DNA re-replication induction in SW480 cells | AID 624297 | actives 1.8% (n = 340,000) | Potency, µM (doses to about 46.1 µM), for the others: at the highest dose re-replication activation, most hits filed as activators | SW480 DNA re-replication, Hoechst DNA content imaging, 48 h; further: potency means the concentration at half of the fitted maximal effect; % of control where 0% means no effect; nearly all actives have a fitted effect of over 55% in size
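Image-based read-out: total Hoechst fluorescence of nuclei (405 nm excitation, 500-530 nm emission), with hits raising the fraction of high-intensity nuclei. SW480 colon cells incubated 48 hr with compounds at 37 C.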
HT1080-NT tox: kills 2HG-producing HT-1080-NT fibrosarcoma cells. actives 1.6% (n = 360,000). Potency, µM (doses to about 46.1 µM), for inactives: top-dose activity, negative = less viability, usual class: cytotoxic. HT-1080-NT fibrosarcoma viability, CellTiter-Glo ATP luminescence, 48 h;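 further: NT is the 2HG producing partner of a matched IDH1 knockdown line; potency means the concentration at half of the fitted maximal effect; 0% = DMSO-treated cells and -100% = media-only wells without cells; nearly all actives have a fitted effect of over 55% in size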
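Read-out is CellTiter-Glo luminescence after 10 minutes at room temperature, following 48 hours' compound treatment of HT-1080-NT cells (750 cells/well, RPMI, 5% FBS, 37 degrees C).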
KB-V1 MDR tox: KB-V1 MDR subline cytotoxicity; KB-V1 MDR cells viability, CellTiter-Glo, 72 h; Potency, µM (doses to about 46.1 µM), for the others: at the top dose activity change, negative = cytotoxicity, actives largely listed as cytotoxic; actives 3.4% (n = 400,000); further: potency means the concentration at half of the fitted maximal effect; on the % scale 0 is the no-effect control and ±100 the full control effect; nearly all actives have a fitted effect of over 60% in size
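Potencies derive from concentration-effect curves fitted to normalized luminescence (CellTiter-Glo) of KB-V1 cells treated for 72 h at 37 degrees C in phenol-red-free DMEM containing 10% FBS.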
HT1080 IDH1KD tx: HT-1080 IDH1 knockdown cell toxicity (counter line); HT-1080 IDH1 knockdown viability, ATP luminescence, 48 h; Potency, µM (highest dose often 46.1 µM), for inactives: top-dose activity, negative = toxicity, most hits filed as cytotoxic; actives 2% (n = 360,000); AID 686971;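 further: potency means the concentration at half of the fitted maximal effect; 0% = DMSO wells and -100% = cell-free medium wells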
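% activity derives from luminescence (CellTiter-Glo), normalised to DMSO and no-cell wells. HT-1080-IDH1KD cells, 750/well, had 48 h compound exposure at 37 °C.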
MCF10A rerep: inducers of DNA re-replication in MCF 10A breast cells | Potency, µM (titrated, usually from 46.1 µM), for inactives: at the top dose activity, positive = re-replication, most hits filed as activators | MCF 10A DNA re-replication, Hoechst nuclear intensity, 48 h | actives 2.9% (n = 350,000); further: potency means the concentration at half of the fitted maximal effect; % of control where 0% means no effect; nearly all actives have a fitted effect of over 50% in size
An asterisk follows results filed as active; ? = inconclusive; . = no result given; & = joins results of further samples; [ ] = remark or other dose. Unless noted, the call rests on the fitted dose curve; in most records, active means well fitted curve in the direction sought with a large enough effect; inconclusive means small, poorly fitted or top-dose-only effect, or another doubt; inactive means no such curve, though single readings can be large; an effect the other way counts as inactive or inconclusive. Outcome played no part in choosing rows; 12% or so of the library scored in one or more.

compound,IL1B secr inh,KB-3-1 cytotox,SW480 rereplic,HT1080 IDH1KD tx,MCF10A rerep,HT1080-NT tox,WRN inhibitor,ATXN2 expr inh,KB-V1 MDR tox
Cc1ccc(NC(=O)CSc2ncc3ccccn23)cc1C,-11,3%,5%,5%,1%,8%,12%,.,-2%
O=C(c1cc2ccccc2o1)N1CCN(c2ccccn2)CC1,24,14%,-6%,7%,1%,13%,8%,2%,-23%
C=CCOc1ccc(/C=C2\SC(=S)N(N3CCOCC3)C2=O)cc1,7,3%,5.8µM*,26%,-3%,25%,-8%,0%,-2%
Cc1cc(CN(C)C(=O)C2CCC(=O)N(CCc3cccc(F)c3)C2)on1 (stereo not drawn),15,0%,-14%,4%,8%,6%,-2%,-1%,-12%
O=C(NCc1ccccc1)C(c1ccccc1)n1c(C2CC2)nc2ccccc21 (stereo not drawn),-8,-15%,.,-26%,.,-13%,3%,.,?
COc1cc(OC)cc(C(=O)Nc2nnc(Cc3ccc(OC)c(OC)c3)s2)c1,30,19%,-1%,0%,4%,-12%,17%,-13%,-10%
COc1ccc(CC(=O)NCCCc2ccccc2)cc1OC,47,-6%,-6%,-13%,5%,?,-7%,3%,-23%
CCCCN(C(=O)Nc1ccc(Cl)cc1)C1CCN(C(C)=O)CC1,0,-14%&13%,-9%,11%,0%,0%,-4%,-2%&-11%,?
COc1ccc(OC)c(CCNC(=O)CCc2cn(C)c3ccccc23)c1,1,0%,-8%,18%,0%,18%,-1%,?,-8%
O=C(Nc1cccc(Cl)c1)OCc1cn(-c2ccccc2)nn1,-25,9%,-6%,5%,?,1%,3%,-27%,0%
Cc1nc(-c2cccc(NS(=O)(=O)c3ccccc3)c2)cs1,11,-13%,2%,-6%,?,0%,-22%,8%,-3%
NC(=O)c1cc2ccc(O)cc2oc1=NCc1ccccc1,-11,-13%,5%,?,?,-1%[9.24 µM],-3%,-10%,-4%
O=C(O)CCC(=O)Nc1ccc(/C=C/C(=O)C2CC2)cc1,18,10%,0%,30%,-1%,6%,1%[57.1 µM],5%,4%
COc1cc(F)ccc1-c1csc(C(C)(NC(C)=O)c2ccccc2)n1 (stereo not drawn),-6,-1%,.,28%,.,-3%,0%,2%,2%
O=C(CSc1ccc(-c2ccncc2)nn1)c1ccc(Cl)cc1,2,-1%,22%,18%,?,16%,19%,5%,?
CCOC(=O)/C(C(=O)Nc1ccccc1Br)=C1/NC(C)(C)Cc2ccccc21,13,-2%,-5%,5%,-3%,2%,-11%,3%,0%
O=C(c1ccc2nc(N3CCOCC3)sc2c1)N1CCC(Cc2ccccc2)CC1,-20,-28%,-2%,0%,13%,?,-5%,-6%,-16%
COC(=O)c1ccccc1NC(=O)C1CCN(c2ncnc3c2nc2n3CCCCC2)CC1,27,-16%,-2%,-4%,0%,7%,5%,-11%,-52%
COc1ccc(-c2noc(CCC(=O)N(C)c3cccc(C)c3)n2)cc1,-18,?,-1%,-9%,-9%,-10%,-2%,-3%,?
Cc1ccccc1NC(=O)Cc1nnc(SCC(=O)NC2=NCCS2)n1C,21,-3%,25%,2%,?,-17%,0%,-8%,-27%
CCOC(=O)Cn1ncc2c(=O)oc3ccccc3c21,11,5%,-2%,9%,10%,11%,-4%,2%,21%
CCOc1cc(/C=C2\SC(=N)N(c3nonc3N)C2=O)ccc1OCC(N)=O,0,13%,.,13%,?,11%,?,-6%,2%
COc1ccnc(Oc2ccc(C)cc2C)c1C#N,-14,-7%,3%,12%[9.24 µM],0%,-18%,-13%[57.1 µM],58%[activator],-14%
CC(C)[C@H](NC(=O)Nc1cccc(C(F)(F)F)c1)C(=O)O,33,9%,-2%,8%,-2%,14%,0%,-10%,6%
O=C(CNc1cc(S(=O)(=O)N2CCOCC2)ccc1N1CCOCC1)Nc1cccc(C(F)(F)F)c1,9,5%,-7%,1%,5%,-2%,2%,-10%,5%
O=C(O)c1nccnc1C(=O)N1CCN(c2ccccc2)CC1,1,5%,0%,15%,-1%,1%,-3%,-15%,-18%
CC(=O)Nc1ccccc1C(=O)C(=O)Nc1cccc(C(=O)NCC2CCCO2)c1 (stereo not drawn),9,4%,1%,-4%,0%,7%,-5%,34%,-3%
CCOC(=O)C1=NN(c2cccc(C)c2)C2(S1)SC(C(C)=O)=C(C)N2c1ccccc1 (stereo not drawn),-17,-2%,-19%,-8%,3%,0%,-4%,.,6%
CC(Oc1cccnc1[N+](=O)[O-])C(=O)N1CCc2ccccc21 (stereo not drawn),-5,2%,?,0%,18%,-7%,-16%,-32%,-17%
COc1cc2c(cc1OC)C(COc1cccc(C(F)(F)F)c1)NCC2 (stereo not drawn),-8,-17%,-2%,-22%,?,3%,-2%,3%,-8%
Cc1nn(CC(=O)NC(C)C(C)C)c(C)c1S(=O)(=O)N1CCCCC1 (stereo not drawn),9,12%,11%,-2%,-1%,-2%,0%,-10%,13%
Cc1cc(SCC(=O)Nc2ccc(O)cc2)n2ncc(-c3ccccc3)c2n1,-51*,0%,?,-18%,?,-2%,0%,3%,11%
Cc1ccc(C(=O)NC2CCS(=O)(=O)C2)cc1S(=O)(=O)N1CCOCC1 (stereo not drawn),3,-6%,1%,6%,-11%,-3%,-6%,-6%,12%
Nc1ncn(C(=S)Nc2ccccc2)n1,?,0%,?,9%,-8%,6%,-16%,?,-20%
CCc1ccc(Nc2nnc(SC(C)C(=O)NC3CC3)s2)cc1 (stereo not drawn),-18,2%,5%,11%,4%,1%,-31%,6%,-8%
CCCCNc1ccc(C(CC(N)=O)NC(=O)Cc2ccc(Br)cc2)cc1[N+](=O)[O-] (stereo not drawn),-8,4%,-7%,-1%,-7%,7%,-2%,?,0%
Nn1c(SCc2ccccc2)nc2c(cnn2-c2ccccc2)c1=O,?,-1%,4%,-7%,7%,0%,-10%,37%[activator],-1%
Cc1ccc(-c2cc(C(F)F)nc(NCc3cccs3)n2)cc1,?,0%,?,0%,22%,-8%,-11%,7%,?
COCC(C)n1c(C)cc(C(=O)COC(=O)c2cccn2C)c1C (stereo not drawn),?,-18%,-24%,-12%,23%,-11%,-7%,18µM*,-16%
CC(Sc1nnnn1C)C(=O)Nc1cc(S(=O)(=O)N2CCCCC2)ccc1Cl (stereo not drawn),9,-1%,-4%,13%,-5%,7%,3%,3%,-26%
O=C(Oc1ccc(Cl)c2cccnc12)c1cccnc1,?,10%,?,?,?,?,-7%,0%,3%
CC1CCCCN1CCNC(=O)C1CCN(S(=O)(=O)c2cccc3cccnc23)CC1 (stereo not drawn),-3,-3%,0%,-1%,3%,-2%,-14%,3%,11%
COc1ccc(Cn2c(=O)[nH]c3cc(C(=O)N4CCN(c5ccc(C(C)=O)cc5)CC4)ccc3c2=O)cc1,27,0%,-13%,-12%,-20%,-13%,2%,-8%,30%
CCOC(=O)c1sc(=NC(=O)c2cccc(Br)c2)n(C)c1C,10,10%,?,26%,5%,11%,-7%,31%[activator],0%
Cc1ccc(NC(=O)Cn2nc(-c3ccco3)ccc2=O)cc1Cl,?,0%,22%,-2%,2%,-12%,4%,9%,6%
COC(=O)C1=C(C)N(c2ccc(OC)c(OC)c2)C(=O)/C1=C\c1ccco1,11,-14%,-7%,8%,-13%,17%,-3%,3%,?
Cc1cccc(NS(=O)(=O)c2ccc3c(c2)CCN3C(=O)CCC(=O)O)c1,37,5%,-8%,4%,5%,7%,0%,4%,0%
Cc1cc(C)n(-c2cc(-n3nc(C)cc3C)ncn2)n1,24,11%,-5%,7%,4%,12%,4%,4%,-3%
COc1cc2cc(CN(Cc3ccc4c(c3)OCO4)C(=O)c3ccco3)c(=O)[nH]c2cc1OC,50,0%,-1%,-12%,15%,10%[9.24 µM],-5%,0%,24%
CCCn1nnnc1SCC(=O)c1ccc2c(c1)OCCO2,-11,-1%,-5%,4%,-1%,2%,2%,28%,-1%
CS(=O)(=O)N1Cc2cc(C(=O)NCC3CC3)nc(-c3cccc(-c4cccnc4)c3)c2[C@H]1CCO,-30,22%,.,0%,.,-6%,4%,-9%,-4%
CCOc1ccc(NC(=O)Nc2ccc3c(c2)N(C)C(=O)CS3)cc1,-21,-4%,-11%,-10%,5%,0%,3%,-8%,-4%
Cc1ccc(N(Cc2ccccc2)C(=O)c2ccc(F)c(S(=O)(=O)N3CCOCC3)c2)cc1,9,?,6%,-4%,12%,1%,0%,-9%,3.7µM*
Cc1csc2ncc(C(=O)N3CCCc4ccccc43)c(=O)n12,31,-5%,-3%,18%,13%,-1%,0%,4%,20%
O=C(O)COCC(=O)Nc1ccc2c(c1)oc1ccccc12,-2,8%,-2%,6%,-6%,1%,-1%,7%,17%
CC(C)(C)c1ccc(C(=O)Oc2ccc3c(c2)OCC3=O)cc1,13,-3%,?,-1%,?,-10%,3%[57.1 µM],-1%,23%
O=C(OCn1nnc2ccccc2c1=O)c1ccco1,0,9%,-2%,-1%,0%,1%,5%,0%,-21%

Bioassay records (PubChem BioAssay)
